Screening data as filed in PubChem.
ERK EGF inh = inhibitors of EGF-stimulated ERK signaling pathway; HEK293-V1b, EGF-stimulated phospho-ERK AlphaScreen; Potency, µM (top dose mostly 11.5 µM), inactives show at the top dose activity change, negative = inhibition, usual class: inhibitors; hit rate 0.41% among 130,000; AID 1454; active means well fitted inhibition curve with a large enough effect; inconclusive means small, poorly fitted or top-dose-only effect, or effect the other way;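 further: plate controls were stimulated vehicle wells for no effect and unstimulated vehicle basal for full effect; nearly all actives have a fitted effect of over 55% in size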
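Stably V1b-transfected HEK293 cells; 30 min compound, then EGF 25 nM final for 5 min at 37C; 10 min lysis; phospho-ERK by AlphaScreen after 5 hr beads at room temperature.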
* marks the source's active call; other numbers are inactive results; ? = inconclusive; [ ] = remark or other dose. Potency means the concentration at half of the fitted maximal effect. This is a subset (hit frequency here may not be typical).

ERK EGF inh | Structure
-9% | CC1(C)CC[C@]2(C(=O)O)CC[C@]3(C)C(=CCC4[C@@]5(C)CC[C@H](O)C(C)(C)C5CC[C@]43C)C2C1 (some centres not stated)
4% | COC(=O)C(C(C)C)N1CCc2c(C)nc3c(C#N)cnn3c21 (configuration not stated)
-1% | COC(=O)C(O)(CC(=O)Nc1ccc(OC)cc1)C(F)(F)F (configuration not stated)
2%[57.5 µM] | O=C(N/N=C/c1cccc(NC(=O)c2ccc(Cl)cc2)c1)c1cccc(O)c1
-7% | COc1ccc(N(CC(=O)O)S(=O)(=O)c2ccc(C)cc2)cc1Cl
-7% | CC(C)OC(=O)[C@@H]1CC[C@H](C)[C@@H](CCC[C@@H]2C[C@@H](O)C[C@H](CC#N)O2)O1
-3%[57.5 µM] | CN1C2CCC1CC(NC(=O)c1ccc(Cl)cc1)C2 (configuration not stated)
-10%[57.5 µM] | CC(C)[C@H](NC(=O)c1ccco1)C(=O)OCC(=O)Nc1ccc(Cl)c(S(=O)(=O)N(C)C)c1
3% | Nc1c(C(=O)c2ccccc2)sc2c1c(=O)[nH]c(=O)n2-c1ccccc1
-2% | COCCNC(=S)Nc1ccc([N+](=O)[O-])cc1C
-4%[57.5 µM] | Cn1cccc1CC(=O)N/N=C/c1ccc(Cl)c([N+](=O)[O-])c1
6% | Cc1cccc(C)c1NC(=O)C(NC(=O)c1ccccn1)c1ccccc1[N+](=O)[O-] (configuration not stated)
-1% | O=C(c1ccc2c(c1)OCO2)N1CCN(c2ncccn2)CC1
-9% | COc1ccccc1OCC(=O)OCC(=O)Nc1sccc1C(N)=O
-1% | COc1ccc(/C=C/C(=O)c2cc(Br)ccc2O)cc1OC
-2% | CCOC(=O)c1c(CN2CCN(c3ccccc3)CC2)oc2ccc(O)cc12
1% | Cc1ccc(C(C(=O)NCc2ccccc2)N(Cc2cccs2)C(=O)c2ccc3c(c2)OCCO3)cc1 (configuration not stated)
8% | Cc1ccccc1-n1c(SCC(=O)N/N=C/c2sccc2C)nc2ccccc2c1=O
16% | Nc1nc2[nH]c(=O)c(=O)[nH]c2c(=O)[nH]1
-10% | O=C(O)C(Sc1ccncn1)c1ccccc1 (configuration not stated)
-1% | CCCNC(=O)Cn1nc(C(F)(F)F)cc1C
2% | Cc1ccc(-n2c(Cl)c(Cl)[nH]c(=O)c2=O)cc1
0%[57.5 µM] | CC#CCN1c2ccccc2[C@]23C[C@@H](C(=O)OC)N(C(=O)c4cc(C)oc4C)C2=NC(C(=O)OC)=C(C(=O)OC)[C@H]13
8% | NC1=C([N+](=O)[O-])C(c2ccc(F)cc2)C2=C(CCCC2=O)O1 (configuration not stated)
-4% | Cc1cccc(/C=C/c2nc3ccccc3c(=O)n2Cc2ccccc2)c1
-2%[57.5 µM] | C=CCNC(=S)N1CCN(c2ncc(C(F)(F)F)cc2Cl)CC1
3% | CC(C)(CO)CNC(=O)CCc1nnc(Cc2ccc(-c3ccccc3)cc2)o1
5% | COc1ccc(/C=N/NC(=O)c2nc(-c3ccccc3)n(-c3ccccc3)n2)cc1OC
-4%[57.5 µM] | C(=N\Nc1nc2ccccc2s1)/c1ccccn1
15% | Cc1sc2ncnc(N/N=C/c3cccc(O)c3)c2c1C
-1% | COC(=O)c1sc2nc(C)nc(SCC(=O)C(C)(C)C)c2c1C
-10% | O=C(COC(=O)/C=C/c1cccs1)Nc1ccc2ccccc2c1
? | CN(Cc1cccnc1)Cc1cn[nH]c1-c1ccc(-c2ccccc2)cc1
1% | O=C(NC(=S)Nc1ccccn1)c1cncc(Br)c1
-14% | CCN(Cc1ccncc1)C(=O)CCc1nnc(CCc2ccccc2OC)o1
4% | O=[N+]([O-])c1ccc(/C=N/Nc2nc(NCc3ccccc3)nc(N3CCOCC3)n2)cc1
1% | CC(=O)Oc1ccc2c(=O)c(N3C(=O)c4ccccc4C3=O)c(C)oc2c1C
-12% | COCCCN(C(=S)Nc1c(C)cc(C)cc1C)C(C)c1ccncc1 (configuration not stated)
15% | CN(C)S(=O)(=O)c1ccc(C(=O)Nc2nc3ccccc3[nH]2)cc1
5%[57.5 µM] | O=C(NNC(=O)c1ccc([N+](=O)[O-])cc1)NC1CCCCC1

Reformatted: 4 of the compounds above.
> O=C(NC(=S)Nc1ccccn1)c1cncc(Br)c1
  ERK EGF inh: 1%

> CCN(Cc1ccncc1)C(=O)CCc1nnc(CCc2ccccc2OC)o1
  ERK EGF inh: -14%

> O=[N+]([O-])c1ccc(/C=N/Nc2nc(NCc3ccccc3)nc(N3CCOCC3)n2)cc1
  ERK EGF inh: 4%

> CC(=O)Oc1ccc2c(=O)c(N3C(=O)c4ccccc4C3=O)c(C)oc2c1C
  ERK EGF inh: 1%

Molecules shown so far with fluorine (four):
ERK EGF inh | Structure
-1% | COC(=O)C(O)(CC(=O)Nc1ccc(OC)cc1)C(F)(F)F (configuration not stated)
-1% | CCCNC(=O)Cn1nc(C(F)(F)F)cc1C
8% | NC1=C([N+](=O)[O-])C(c2ccc(F)cc2)C2=C(CCCC2=O)O1 (configuration not stated)
-2%[57.5 µM] | C=CCNC(=S)N1CCN(c2ncc(C(F)(F)F)cc2Cl)CC1

Later entries.
ERK EGF inh | Structure
6% | O=C(Cn1nnc2ccccc2c1=O)NCCc1ccccc1
4% | COc1ccccc1N1CCN(C(=O)CSc2nnc3c4ccccc4n(CC(=O)O)c3n2)CC1
-22% | CN(Cc1cnn(C)c1)S(=O)(=O)c1cccc([N+](=O)[O-])c1
4% | CSCCC(NS(=O)(=O)c1ccc(C)c(C(=O)O)c1)C(=O)O (configuration not stated)
-5% | COc1ccc(N2CCN(C(=O)NCc3ccc(OC)c(Cl)c3)CC2)cc1
1%[57.5 µM] | CCOC(=O)C1CCCN(c2c(NCCc3ccc(C)cc3)c(=O)c2=O)C1 (configuration not stated)
-9%[57.5 µM] | CCOC(=O)c1[nH]ncc1[C@@H]1C[C@H]2CN(Cc3cccc(Cl)c3)C(=O)[C@]23CCCN13
-8% | O=C(Cn1cnc2c(nnn2Cc2ccc(F)cc2)c1=O)OCc1ccccc1
-2%[57.5 µM] | COc1ccc(Cn2c(=O)cc(N)n(-c3ccccc3C)c2=O)cc1
-5% | CCCS(=O)(=O)Nc1cccc(-c2ccc3nnc(C)n3n2)c1
-4% | Cc1ccc(C(=O)OCC(=O)N(C)C2CCS(=O)(=O)C2)cc1[N+](=O)[O-] (configuration not stated)
-5% | Fc1ccc(Oc2ccc3nnc(C(F)(F)F)n3n2)cc1
1% | COc1ccccc1C(=O)N/C(=C\c1ccc2c(c1)OCO2)C(=O)NCCc1nc2ccccc2[nH]1
0% | CC(=O)c1nn(-c2cccc(Br)c2)cc1C(=O)c1ccco1
7% | O=C1OCCC1Sc1nc2ccccc2c(=O)n1-c1ccc(F)cc1 (configuration not stated)
1% | CCCCCC(=O)Nc1ccccc1N1CCOCC1
3% | COc1ccc(/C=N/NC(=O)c2ccc(COc3ccccc3Cl)o2)c(OC)c1C
1% | Nc1cc2nn(-c3ccccc3)nc2cc1Cl
-4% | NS(=O)(=O)c1ccc(NC(=S)NC2CC2)cc1
? | CN(C)S(=O)(=O)c1cc(NC(=O)COC(=O)CCSc2ccc(Cl)cc2)ccc1Cl
-8% | O=C(NCCc1ccccc1)C1CCN(C(=O)c2ccc([N+](=O)[O-])cc2)CC1
7% | CCOC(=O)/C=C/C(=O)Nc1nccs1
18% | CC1=NN(c2ccccc2)C(=O)C1C(=O)c1cc([N+](=O)[O-])cc([N+](=O)[O-])c1 (configuration not stated)
-3% | O=Cc1ccccc1OS(=O)(=O)c1ccccc1
4%[57.5 µM] | O=C(CSc1nnc(-c2ccc(C(F)(F)F)cn2)s1)c1ccccc1
-14% | Cc1ccc(NC(=O)C(=O)NCC2CCCO2)cc1 (configuration not stated)
6% | Cc1ccc(CN(Cc2cccnc2)C(=S)Nc2cccc(Cl)c2C)cc1
1% | CCn1c(COc2ccc(=O)n(-c3ccccc3)n2)nnc1SC
10%[57.5 µM] | Cn1nc(C(F)(F)F)cc1-c1ccc(/C=C(\C#N)C(=O)c2ccccc2)s1
5% | Cc1ccsc1C(=O)Nc1ccc(F)c([N+](=O)[O-])c1
-13% | Cc1ccc(/C=C/C(=O)N2CC(=O)Nc3ccccc32)o1
15% | O=C(COC(=O)Cc1ccccc1F)Nc1ccc2c(c1)OCCO2
-2% | Cc1nn(C)cc1/C=C/C(=O)c1cccs1
-2%[57.5 µM] | O=C(Nc1ccc(S(=O)(=O)N2CCCC2)cc1)c1cc(=O)c2ccccc2o1
20%[57.5 µM] | Cc1ccc(CNC(=O)CNS(=O)(=O)c2ccc3nc(C)sc3c2)cc1
-1% | CC1CCCN(C(=S)Nc2ccc(F)cc2)C1 (configuration not stated)
0% | CCOc1ccccc1NC(=O)CCn1cccc1
8% | Cc1c(-n2c(O)c(C3=c4ccccc4=NC3=O)sc2=S)c(=O)n(-c2ccccc2)n1C
6%[57.5 µM] | Nc1nc(Nc2ccccc2)sc1C(=O)c1ccccc1
2% | COc1ccc(C2C(C#N)=C(N)Oc3c2ccc2cccnc32)cc1OC (configuration not stated)
-6%[57.5 µM] | CCOC(=O)NNc1ccc(C(F)(F)F)cn1
-4% | O=C(COc1cccc(Cl)c1Cl)Nc1ccc2c(c1)CCC2
-20%[57.5 µM] | CC(C)C(Nc1ncnc2c1oc1ccccc12)C(=O)O (configuration not stated)
2% | CC1=C(C(=O)OCc2ccc(C)cc2)C(c2ccc(O)c([N+](=O)[O-])c2)NC(=O)N1 (configuration not stated)
10% | COc1cc(OC)cc(C(=O)NCc2n[nH]c(=S)n2-c2ccccc2OC)c1
? | CCc1nnc(NS(=O)(=O)c2ccc(N=Cc3c(C)[nH]n(-c4cccc(Cl)c4)c3=O)cc2)s1
0% | CC(=O)Nc1ccc2nc(-c3ccccc3)cn2c1
1% | S=C(NCC1CCCO1)Nc1ccccc1Cl (configuration not stated)
? | Fc1ccc(/C=N/Nc2ccccn2)cc1
-2%[57.5 µM] | CCCc1c(NC(=O)Nc2ccc(Cl)cc2Cl)cnn1-c1ccccc1
-1% | O=C(CCCCCn1c(=S)[nH]c2ccc(N3CCOCC3)cc2c1=O)NCc1ccccc1
8%[57.5 µM] | COc1cccc(/C=C/C(=O)c2c(O)cc(C)oc2=O)c1O
-6% | Cc1nn(-c2cc(C(F)(F)F)ccc2Cl)c2nc(C(F)(F)F)[nH]c(=O)c12
5%[57.5 µM] | CC(NC(=O)c1ccco1)C(=O)OCC(=O)c1ccc(Cl)s1 (configuration not stated)
0% | Cc1ccccc1CSCc1nc(N)nc(Nc2ccccc2C)n1
2% | COc1ccc(C(=O)n2nc(-c3ccc(OC)cc3)nc2N)cc1
2% | Cc1ccc(-c2nc3ccccn3c2C=O)cc1
0%[57.5 µM] | O=C(Nc1ccccc1)C1=C[C@@H](c2csc3ccccc23)C[C@@H](OCc2ccc(CO)cc2)O1
3% | Cc1ccc(NC(=O)c2ccc(-n3cccn3)nc2)cc1
-10% | COc1cc(NC(=S)N2CCN(C)CC2)c(OC)cc1Cl

(further entries)
ERK EGF inh | Structure
10% | COc1ccc(NS(=O)(=O)c2coc(C(N)=O)c2)cc1Cl
4%[57.5 µM] | CC1=NNC(=O)C1CCC(=O)N/N=C/c1ccc(Cl)cc1Cl (configuration not stated)
-11%[57.5 µM] | O=C(Cn1nc(Cc2ccncc2)c2ccccc2c1=O)Nc1cccnc1Cl
-2% | Cc1ccccc1NC(=O)c1nc2nccc(C)n2n1
20% | O=C(/C=C/NNC(=O)c1ccccc1)c1ccc([N+](=O)[O-])cc1
3%[57.5 µM] | O=C(CSc1ccccn1)N/N=C/c1cc([N+](=O)[O-])ccc1O
3% | COc1ccccc1NC(=S)NCC1CCCO1 (configuration not stated)
-7% | CCCCC/C=C\C=C\[C@@H](O)CCCCCCCC(=O)O
-6% | CS(=O)(=O)N(CC(=O)NCCSCc1ccccc1)c1ccc2c(c1)OCO2
-4% | O=C(CCCn1c(=O)c2ccccc2n(CC(=O)N2CCN(c3ccccc3)CC2)c1=O)NCc1ccco1
-3% | Cc1cc(NCCNC2=CC(=O)CCC2)nc2ccccc12
-9% | CC(C)OC(=O)/C(C#N)=C/c1cn(Cc2ccccc2)c2ccccc12
6% | C#CCOCCOCCOCCNc1nc(N2CCN(C(=O)[C@H](C)n3cc(CCCN=C(N)N)nn3)CC2)nc(N2CCN(C(=O)[C@H](Cc3ccc(O)cc3)n3cc(CCO)nn3)CC2)n1
-5% | CCOc1ccccc1NC1=C(Cl)C(=O)N(c2ccccc2)C1=O
-4%[57.5 µM] | COc1cc(/C=C/c2ccc3c([N+](=O)[O-])cccc3n2)ccc1OCC(=O)O
-2% | Cc1sc2ncn(CC(=O)NCc3ccccn3)c(=O)c2c1S(=O)(=O)N1CCOCC1
26% | CN1CCN(c2nc(-c3cccc(C#N)c3)nc3ccccc23)CC1
-6% | COc1ccccc1-c1nnc(SCC(=O)NCc2ccco2)n1N
1%[57.5 µM] | COc1ccc(CNC(=O)CCC(=O)Nc2nnc(CC(C)C)s2)cc1
0% | NS(=O)(=O)c1ccc2nc(NC(=O)C3CCCO3)sc2c1 (configuration not stated)
? | COC(=O)C1=NN(C(=O)c2cccc(Br)c2)C(O)(c2ccc(Cl)cc2)C1 (configuration not stated)
